Screening results (PubChem BioAssay)
PI5P4Ka inh: qHTS for Inhibitors of phosphatidylinositol 5-phosphate 4-kinase (PI5P4K) | Phosphatidylinositol 5-phosphate 4-kinase type-2 alpha (Homo sapiens), P48426 | max response, % | PI5P4Kalpha enzyme, ADP-Glo luminescence, 60 min; hits give low values | 1.2% of 330,000 active; active means max response of -50% or lower; inconclusive means between -30% and -50%; inactive means -30% or higher; further: value at the top dose of about 77 µM; on the % scale 0 is the no-effect control and ±100 the full control effect
Target sequence (P48426 whole entry, looked up): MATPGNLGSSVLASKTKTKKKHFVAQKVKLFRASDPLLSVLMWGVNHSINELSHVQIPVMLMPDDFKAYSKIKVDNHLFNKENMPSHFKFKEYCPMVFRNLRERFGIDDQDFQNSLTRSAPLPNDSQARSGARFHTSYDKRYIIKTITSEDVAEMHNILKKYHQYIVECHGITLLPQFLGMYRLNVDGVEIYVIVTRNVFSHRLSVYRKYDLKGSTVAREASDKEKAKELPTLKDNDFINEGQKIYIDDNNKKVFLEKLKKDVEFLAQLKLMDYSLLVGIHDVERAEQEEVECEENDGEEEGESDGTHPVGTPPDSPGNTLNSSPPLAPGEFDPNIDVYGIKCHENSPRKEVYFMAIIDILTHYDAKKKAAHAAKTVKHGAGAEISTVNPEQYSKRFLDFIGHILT
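Compounds were pin-transferred onto PI5P4Kalpha and substrate in HEPES pH 7.4 buffer with EGTA, CHAPS and 5% DMSO. ATP (5 microM final) started the reaction, which ran 60 minutes at room temperature before ADP-Glo detection.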
Abeta rescue: qHTS for compounds that reverse cellular toxicity of Amyloid beta (A-beta) peptide in yeast: Primary Screen; yeast expressing A-beta42, growth rescue, OD600, 48 h; response scale: 0% DMSO, 100% iron-clioquinol control; Potency, µM (top dose mostly 46.1 µM), for the others: at the top dose growth rescue, usual class: activators; 0.063% of 410,000 active; AID 1347071, 2019; further: potency means the concentration at half of the fitted maximal effect; nearly all actives have a fitted effect of over 55% in size
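Yeast A-beta toxicity model in growth medium with pinned compounds, 48 h at 30 C; growth read as absorbance at 600 nm. Normalized to FeCl3/clioquinol equimolar mix (positive) and DMSO (negative).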
WRN inhibitor: qHTS for Inhibitors of WRN Helicase; Bifunctional 3'-5' exonuclease/ATP-dependent helicase WRN (Homo sapiens), Q14191; WRN helicase unwinding, fluorescent forked duplex, kinetic; Potency, µM (top dose mostly 114 µM), without a hit: at the highest dose activity change, negative = inhibition, most hits filed as inhibitors; 0.46% of 360,000 active; AID 651768, 2012; further: potency means the concentration at half of the fitted maximal effect; on the % scale 0 is the no-effect control and ±100 the full control effect; nearly all actives have a fitted effect of over 55% in size
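Primary qHTS, 1536-well format. 20 nM WRN + compound, 15 min RT; start with 100 nM forked fluorophore/quencher duplex, 2 mM ATP (final); kinetic read ex 525/em 598 nm.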
IL2 activator: qHTS of IL-2 Activators | IL-2 activation reporter assay, cell-based qHTS; stimulated with anti-CD3/CD4/CD28 beads; in transgenic mouse T cells | activation, % (series mostly up to about 46 µM) | 0.065% of 360,000 active | AID 652025, 2013; in the data active means activation above about 50%; inconclusive means mostly about 30% to 49%; further: 0% is about no effect
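Unstimulated transgenic mouse T cells preincubated 60 min with compound, then stimulated with anti-CD3/anti-CD4-coated beads plus anti-CD28 for 18 h at 37 degrees C. IL-2 response read as EGFP and DsRed fluorescence by plate cytometry.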
EPAC1 antagonist: qHTS for Antagonist of cAMP-regulated guanine nucleotide exchange factor 3 (EPAC1): primary screen. Rap guanine nucleotide exchange factor 3 (Homo sapiens), O95398. EPAC1 GEF assay, Rap1b-BODIPY-GDP exchange fluorescence. Potency, µM (titrated, usually from 115 µM), for inactives: at the highest dose activity change, negative = inhibition, hits mostly inhibitors. 0.14% of 360,000 active;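 further: potency means the concentration at half of the fitted maximal effect; plate controls were vehicle for no effect and positive control for full effect; nearly all actives have a fitted effect of over 50% in size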
FUS yeast rescue: qHTS for Suppressors of FUS Proteinopathy: Primary screen using FUS-linked yeast assay. S. cerevisiae FUS-expressing, growth rescue, OD600, 24 h. Potency, µM (titrated, usually from 76.6 µM), without a hit: at the top dose growth rescue (activation), hits mostly activators. 0.24% of 390,000 active;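 further: potency means the concentration at half of the fitted maximal effect; plate controls were DMSO vehicle for no effect and reference control for full effect; nearly all actives have a fitted effect of over 55% in size; some results filed as inactive show a strong effect at the top dose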
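Quantitative HTS measuring growth restoration of FUS-toxic yeast. Galactose-induced cells (OD 0.005) were exposed 24hr at 30C to compounds at several concentrations, then absorbance at 600 nm was recorded.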
EPAC1 ag: qHTS for Agonist of cAMP-regulated guanine nucleotide exchange factor 3 (EPAC1): primary screen; Rap guanine nucleotide exchange factor 3 (Homo sapiens), O95398; EPAC1 agonist qHTS, biochemical assay; response scale: 100% = response to 6.5 mM cAMP; Potency, µM (highest dose often 154 µM), without a hit: at the top dose activation, most hits filed as activators; 0.073% of 360,000 active; further: potency means the concentration at half of the fitted maximal effect; nearly all actives have a fitted effect of over 60% in size
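Normalized to 6.5 mM cAMP, activity reflects EPAC1-catalysed release of BODIPY-GDP from Rap1B, followed kinetically over 30 min at 480 nm excitation, 540 nm emission. Reaction contained 100 nM EPAC1, 250 nM Rap1B-BODIPY-GDP, 50 uM GDP.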
PLK1 PBD inh: qHTS for Inhibitors of PLK1-PDB (polo-like kinase 1 - polo-box domain): Primary Screen; Serine/threonine-protein kinase PLK1 (Homo sapiens), P53350; Plk1 PBD binding of FITC phosphopeptide, fluorescence polarization; Potency, µM, inactives show max response, negative = inhibition, usual class: inhibitors; 2.8% of 360,000 active; further: potency means the concentration at half of the fitted maximal effect; series mostly up to about 57 µM; on the % scale 0 is the no-effect control and ±100 the full control effect; nearly all actives have a fitted effect of over 65% in size
Target sequence (P53350 whole entry, looked up, the tested form may be a part): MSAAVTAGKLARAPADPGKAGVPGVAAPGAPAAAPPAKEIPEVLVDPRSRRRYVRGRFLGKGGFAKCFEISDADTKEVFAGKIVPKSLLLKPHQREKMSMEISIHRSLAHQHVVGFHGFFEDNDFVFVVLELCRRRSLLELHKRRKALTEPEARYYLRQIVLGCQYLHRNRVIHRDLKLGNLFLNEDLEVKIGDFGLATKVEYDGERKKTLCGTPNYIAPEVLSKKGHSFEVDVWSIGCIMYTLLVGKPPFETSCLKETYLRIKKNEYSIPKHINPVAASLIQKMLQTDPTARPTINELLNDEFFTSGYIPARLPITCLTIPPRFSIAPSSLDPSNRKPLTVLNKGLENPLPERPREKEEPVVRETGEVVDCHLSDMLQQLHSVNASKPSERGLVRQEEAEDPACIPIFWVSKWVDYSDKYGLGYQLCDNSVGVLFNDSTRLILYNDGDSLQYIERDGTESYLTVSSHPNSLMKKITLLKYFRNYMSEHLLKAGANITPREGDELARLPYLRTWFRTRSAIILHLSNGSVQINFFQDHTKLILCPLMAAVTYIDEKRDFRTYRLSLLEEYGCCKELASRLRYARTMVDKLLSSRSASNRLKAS
Active calls of the source: *; ? = inconclusive; . = no result given; & = joins results of further samples; [ ] = remark or other dose. Unless noted, the call rests on the fitted dose curve; in most records, active means well fitted curve in the direction sought with a large enough effect; inconclusive means small, poorly fitted or top-dose-only effect, or another doubt; inactive means no such curve, though single readings can be large; an effect the other way counts as inactive or inconclusive.

Below each SMILES – PI5P4Ka inh, Abeta rescue, WRN inhibitor, IL2 activator, EPAC1 antagonist, FUS yeast rescue, EPAC1 ag, PLK1 PBD inh
COc1ccc(C2CC(c3ccc(C)cc3)Nc3ncnn32)cc1 (stereo not drawn)
 : 4, -7%, 8%, -2.8, -5%, 11%, 0%, 5%
Cc1cccc(C)c1NC(=O)CN1CCN(CC(=O)c2cc(C)n(C3CC3)c2C)CC1
 : -2, -10%, 3%, -0.2, -4%, -5%, 7%, -11%
O=C(N/C=C\n1cnc2cc(C(F)(F)F)ccc21)c1ccc([N+](=O)[O-])cc1
 : 11, 5%, -10%, -1.3, -4%, -1%, -5%, 1%
COc1ccc(C(=O)Nc2ccc3c(c2)nc(CCNC(=O)c2ccco2)n3C)cc1
 : -1, 2%, -1%, -0.2, -21%, 19%, 4%, -8%
O=C(Nc1ccc(C(=O)N2CCCCC2)cc1)C1CCC1
 : -11, 0%, 1%, 1.0, 11%, -21%, -12%, -5%
FC(F)(F)c1ccc(-c2n[nH]c(=S)o2)nc1
 : -23, 1%, 2%, 0.6, 18%, -7%, 3%, -4%
CCCc1nc2ccccc2n1C(C(=O)NC(C)(C)C)C1CC1 (stereo not drawn)
 : 0, -6%, 0%, 0.4, 9%, -10%, -2%, 3%
N#Cc1c(-c2ccc(F)cc2)cc(-c2ccccc2)nc1SCC(=O)NCC(=O)O
 : -20, -6%, -1%, 0.0, 79µM*, 4%, 9%, 19µM*
Cc1ccc(S(=O)(=O)N(C)C)cc1NC(=O)COC(=O)CCC(=O)c1cccs1
 : -6, -1%, -3%, 0.8, -5%, 3%, 2%, -9%
CN1C(=O)S/C(=C/c2ccc(OCc3cccc(C(=O)O)c3)cc2)C1=O
 : 1, 5%, -31%, -0.1, -1%, 8%, 1%, -17%
O=C(NNC(=O)c1cc2ccccc2oc1=O)c1ccccc1
 : -14, 7%, -10%, -0.2, 14%, 5%, 5%, ?
CCc1nc2ccc(C(=O)Nc3cc(-c4ccccc4)ccc3OC)cn2c1N(CC)CCN(C)C
 : -8, -16%, -1%, -0.5, 0%, 3%, 0%, 2%
Cc1cccc(C)c1NC(=O)C1CCN(C(=O)c2cccs2)CC1
 : -5, 3%, 2%, 1.0, -8%, 7%, -2%, 1%
COc1ncnc2c1ncn2CCCN1CCN(c2ncccn2)CC1
 : -3, -1%, 3%, -2.3, 10%, -19%, -3%, -1%
COc1ccc(NC(=O)C(NC(=O)CC2NC(=O)NC2=O)c2ccccc2)cc1 (stereo not drawn)
 : 5, 0%, 10%, -1.7, -17%, 16%, -3%, -4%
COc1ccc(C(=O)OC2CCN(c3ncc(C(F)(F)F)cc3Cl)CC2)cc1
 : 14, 29%, -4%, -3.0, 8%, -3%, 0%, -2%
Clc1ccc(-n2nnc(-c3cccnc3Cl)n2)cc1Cl
 : -4, 0%, 8%, -0.5, 3%, -3%, 0%, -10%
COc1ccc(OCCC(=O)OCC(=O)Nc2cccc(S(=O)(=O)N3CCOCC3)c2)cc1
 : 3, -8%, -2%, 3.1, -11%, 12%, 0%, -4%
Nc1nc(SCC(=O)Nc2ccc(S(N)(=O)=O)cc2)n[nH]1
 : 1, -7%, 2%, -3.4, -3%, -32%, -9%, -1%
FC(F)(F)c1cc(C(F)(F)F)c2ccc(Oc3ccccc3)nc2n1
 : 2, 13%, -10%, -1.8, -4%, 16%, -5%, -5%
COc1ccc(S(=O)(=O)N2CCN(Cc3ccc4c(c3)OCO4)CC2)c2ccccc12
 : 4, 12%, 0%, -1.0, -10%, -8%, 5%, -7%
Cc1ccc(Cl)cc1N1CCN(S(=O)(=O)c2c(C)[nH]c(C)c2C(=O)N2CCCC2)CC1
 : -4, 9%, 12%, 0.2, 6%, 26%, 3%, -21%
CCN(CC)CCNC(=O)c1ccc(NC(=O)c2cccc(-n3cnnn3)c2)cc1
 : 0, 7%, 21%, -2.7, 4%, 12%, 4%, -5%
OCCNc1nc(NCc2ccccc2)c2ccccc2n1
 : -2, -8%, 4%, -4.0, -7%, 10%, 3%, -11%
Cc1ccc(C)c(N=C2CCCN2Cc2ccccc2)c1C#N
 : ., ?, -21%, -1.1, -4%, -11%, 21%, -6%
CC(C)(C)c1ccc(C(=O)NCC(=O)OCC(=O)Nc2ccc3c(c2)OCCO3)cc1
 : 1, 0%, -5%, 0.2, -12%, 19%, -2%, -5%
COc1ccccc1-c1nnc(SCC(=O)NC2CCS(=O)(=O)C2)n1CCc1ccccc1 (stereo not drawn)
 : 1, -5%, 8%, -0.8, 16%, 9%, -7%, -3%
Cc1ccc(OCC(=O)NNC(=S)NC(=O)C(C)(C)C)c(Br)c1
 : -24, 20%, -8%, -2.5, -9%, 0%, 8%, -20%
CCn1c(=O)c(C(=O)NNC(=O)Cc2ccccc2)c(O)c2ccccc21
 : -2, -3%, 4%, -0.1, 5%, 1%, -6%, -6%
CCC1(CC)C(=O)C2=C3C1[C@H](C(=O)OC)C=C(C(=O)OC)C[C@H]3[C@H]1C(=O)N(CC(=O)OC)C(=O)[C@H]1[C@H]2C (stereo partly drawn)
 : -6, 11%, 5%, -0.6, -26%, -15%, -5%, -8%
CCOC(=O)N1CCN(C(=O)C2CCCN(S(=O)(=O)c3c(C)cc(C)cc3C)C2)CC1 (stereo not drawn)
 : -5, 1%, -8%, -2.0, 0%, ., 5%, 5%
O=C(O)C1C2C=CC(C3CC23)C1C(=O)N1CCc2ccccc21 (stereo not drawn)
 : ., 28%, -21%, 0.3, -14%, 36%, 2%, -24%
COCCCN1C(=O)c2ccc(C(=O)Nc3ccccc3OC)cc2C1=O
 : 1, -19%, 7%, -4.4, 14%, 5%, -12%, -5%
CCc1nnnn1-c1ccc([N+](=O)[O-])cc1C
 : 2, -9%, -30%, -0.6, -5%, 1%, 13%, ?
CCOC(=O)N/N=C(\c1ccccc1)C(O)c1ccccc1 (stereo not drawn)
 : -7, 3%, -2%, -0.8, 13%, -1%, -5%, -4%
O=c1oc(-c2ccccc2Br)nc2ccccc12
 : 0, -29%, -2%, -2.3, -26%, 12%, 7%, ?
CC(C)OCCCNC(=O)CN1C(=O)CC(C)(C)S(=O)(=O)c2ccccc21
 : 0, 2%, -4%, -0.3, 9%, 4%, -14%, -22%
Brc1ccccc1C1=Nn2c(nnc2-c2ccccc2)SC1
 : -12, -13%, 4%[57.1 µM], 1.3, 0%, 24%, -6%, ?
Cc1ccc(-c2nc3ncccn3c2Nc2ccc3c(c2)OCCO3)cc1
 : -2, -7%&24%, -2%, -0.4, 1%, -13%&2%, -1%, -13%
CC1CCCCC1NS(=O)(=O)c1ccc2c(c1)CCC(=O)N2 (stereo not drawn)
 : 1, 13%, 4%, 0.4, -4%, -19%, 6%, -5%
Cc1nc(SCC(=O)NCc2cccs2)nc(C)c1C
 : 9, -16%, 1%, 0.5, 9%, 1%, 14%, -18%
CCNC(=O)C1(C)CCCN(C(=O)c2cc(C)nn2C(C)(C)C)C1 (stereo not drawn)
 : 1, -10%, 1%, -0.5, 0%, -29%, 7%, -8%
CCOc1ccc(S(=O)(=O)N2CCCC2)cc1
 : ., 7%, 5%, 0.8, -5%, 4%, 5%, -8%
Cc1cccc(C)c1NC(=O)CSc1nnc(-c2ccoc2C)n1C
 : 1, -3%, -9%, -1.4, 0%, 18%, 3%, -9%
Cc1ccccc1C(=O)Nc1ccc(N2CCN(C)CC2)nc1
 : -3, -6%, -32%, -4.9, 18%, 13%, 7%, -15%
C/C(=N\NC(=O)CN(c1ccccc1Br)S(C)(=O)=O)c1cccs1
 : -25, -9%, -12%, -0.4, -8%, 19%, -7%, 27µM*
O=C(c1ccco1)N1CCN(S(=O)(=O)c2ccc(F)cc2)CC1
 : ., 2%, 8%, -0.7, -3%, 25%, 2%, -5%
COc1ccccc1CNC(=O)COc1ccc(Br)c(C)c1
 : 11, -30%[inhibitor], -8%, 0.9, 0%, 22%, 19%, -2%
CCNC(=S)N1CCC(c2nc3cc(C)c(C)cc3[nH]2)CC1
 : -2, -4%, -4%, 0.0, -10%, -6%, -5%, -16%
CCCn1nc(NS(=O)(=O)c2ccccc2[N+](=O)[O-])c2cc3ccccc3nc21
 : -3, -3%, 0%, -2.7, 10%, 24%, -9%, -17%
O=C(NC1CCCCC1)C(c1cccc2ccccc12)n1c(=O)c(-c2cc3ccccc3[nH]2)nc2ccccc21 (stereo not drawn)
 : 5, 9%, -6%, 0.2, 3%, 45%, -4%, 6%
O=C(CSc1nc2c(c(=O)n1-c1ccc(Cl)cc1)SCC2)Nc1nccs1
 : -4, 25%, -3%, 0.8, 5%, 17%, -8%, -2%
O=C(Nc1ccccc1N1CCCC1)c1ccc(Cl)cc1Cl
 : 3, -16%, -5%, -0.6, -3%, -2%, 11%, -6%
Cc1cc(-c2ccc(S(=O)(=O)NCc3ccc(Cl)cc3)cc2)on1
 : 11, 8%, -5%, -0.4, 8%, -14%, 4%, -1%
O=C(Cc1ccccc1)N1O[C@H]2C=C[C@@H]1CC2
 : -2, 5%, -5%, -0.7, 1%, -5%, 3%, -2%
CCOc1ccc(C(C)=O)cc1CSc1nc2nc(C)cc(C)n2n1
 : 0, 1%, 3%, 1.5, -6%, 23%, -7%, ?
COC(=O)CSc1ncccc1-c1nc2ccccc2[nH]1
 : ., 24%, -4%, -1.4, -2%, ?, 8%, -11%
C#CCOCCOCCOCCNc1nc(N2CCN(C(=O)[C@H](Cc3ccc(O)cc3)n3cc(C(N)CC(C)C)nn3)CC2)nc(N2CCN(C(=O)[C@H](CCC(=O)O)n3cc(C(N)[C@H](C)CC)nn3)CC2)n1 (stereo partly drawn)
 : -1, -16%, 2%, -0.2, -5%, 11%, 7%, -17%
O=C(COc1ccc(Cl)cc1Cl)NNC(=S)NC(=O)c1ccco1
 : -27, ?, -4%, 1.2, 3%, 5%, 6%, ?

Hits appear at their usual frequency; overall some 4.1% were active at least once.
